# Screens: PubChem, National Center for Advancing Translational Sciences (NCATS)
# FLuc modulator – firefly luciferase modulation, counter-screen for miR-21 project. purified FLuc, Km substrates, luminescence inhibition. P08659. Potency, µM (series often up to 57.5 µM), without a hit: at the top dose activity change, negative = inhibition, usual class: inhibitors. 360,000 tested, 6.9% active; active = well fitted inhibition curve with a large enough effect; inconclusive = small, poorly fitted or top-dose-only effect;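 note: plate controls were vehicle for no effect and reference inhibitor for full effect; nearly all actives have a fitted effect of over 55% in size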
# Target sequence (P08659 whole entry, looked up): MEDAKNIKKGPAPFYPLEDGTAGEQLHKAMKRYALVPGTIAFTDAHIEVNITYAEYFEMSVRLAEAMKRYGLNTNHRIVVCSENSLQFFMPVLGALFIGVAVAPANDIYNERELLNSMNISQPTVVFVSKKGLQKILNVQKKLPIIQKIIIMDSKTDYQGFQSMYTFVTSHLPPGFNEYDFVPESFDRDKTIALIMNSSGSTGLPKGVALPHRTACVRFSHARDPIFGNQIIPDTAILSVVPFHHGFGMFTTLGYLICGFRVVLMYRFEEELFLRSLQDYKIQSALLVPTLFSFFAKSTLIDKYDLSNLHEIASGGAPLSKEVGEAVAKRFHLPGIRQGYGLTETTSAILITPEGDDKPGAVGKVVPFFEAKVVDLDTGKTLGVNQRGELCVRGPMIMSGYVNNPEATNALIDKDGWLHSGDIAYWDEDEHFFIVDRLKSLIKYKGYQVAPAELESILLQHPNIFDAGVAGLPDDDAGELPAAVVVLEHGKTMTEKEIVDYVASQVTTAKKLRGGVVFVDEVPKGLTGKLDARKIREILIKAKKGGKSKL
#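 Biochemical qHTS of compounds, final roughly 60 µM downward over six points, against 10 nM purified firefly luciferase using Km concentrations of substrates (10 uM D-luciferin, 10 uM ATP) in Tris acetate pH 7.5 buffer; luminescence output.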
# An asterisk follows results filed as active; ? = inconclusive; [ ] = remark or other dose. Potency is the fitted concentration of half-maximal effect.
canonical_smiles | FLuc modulator
CC(C)CN(CC(C)C)CC(O)Cn1cc(/C=C/C(=O)c2ccccc2)c2ccccc21 (centres undefined) | -1%
COc1ccccc1NC(=O)c1sc2nc3n(c(=O)c2c1C)N=C(c1cccc(Br)c1)CS3 | -3%
Cc1ccccc1NC(=O)c1c(NC(=O)Cc2ccccc2)sc2c1CCC2 | -8%
Cc1ccc(CNC(=O)c2ccc3c(c2)nc2n3CCOC2)cc1 | 2%
CCCC(=O)Oc1c(Sc2ccc(C)cc2)c(C)nn1-c1ccccc1 | ?
CCN(CC)c1ccc(NC(=O)CN2CCN(c3ccccc3OC)CC2)cc1 | 6%
CC(=O)Nc1ccc(S(=O)(=O)NCCc2cn3ccsc3n2)cc1 | -6%
COc1ccc(C(=O)c2c(N)c(C(=O)Nc3ccccc3Cl)c3ccccn23)cc1 | -6%
Cc1ccc(-c2nc(CS(=O)CC(=O)NCCc3ccc(Cl)cc3)c(C)o2)cc1 (centres undefined) | -13%
CCN(C(=O)Cn1c(=O)n(-c2ccccc2)c(=O)c2ccc(C(=O)NCc3ccc4c(c3)OCO4)cc21)c1cccc(C)c1 | 2%
COc1ccc(NC(=O)c2nc(-c3ccc(C)cc3)n3c2CCCCC3)c(OC)c1 | 3%
COc1cc(OC)cc(-c2nc3nc(C)c(CCC(=O)Nc4ccc(F)cc4F)c(C)n3n2)c1 | -8%
CC(=O)c1cccc(NC(=O)c2nc(-c3ccc(C)cc3)n3c2CCCCC3)c1 | ?
O=C(C1CCCN(S(=O)(=O)c2cccc3nsnc23)C1)N1CCN(c2cccc(Cl)c2)CC1 (centres undefined) | -7%
Cc1c(C(=O)N(C)C)sc2c1c(=O)n(-c1ccc(Cl)cc1)c(=O)n2CC(=O)C(C)(C)C | -1%

# (listing goes on)
canonical_smiles | FLuc modulator
Cc1ccc(CCNC(=O)c2ccc3c(=O)n(-c4ccccc4)c(=O)[nH]c3c2)cc1 | -1%
Cc1cccc(-c2nc3cc(NC(=O)COc4ccccc4F)ccc3o2)c1 | 5%
CCCn1c(CCC(=O)Nc2cc(C(=O)OC)cc(C(=O)OC)c2)nc2cccnc21 | -6%
CCOC(=O)c1[nH]c(C)c(CCC(=O)NCc2ccc(N(C)C)cc2)c1C | 2%
COC(=O)c1c(Oc2ccc(Br)cc2)nnc(-c2ccccc2)c1-c1ccccc1 | -3%
Cn1c(=O)c2c(nc(SCC(=O)Nc3ccccc3F)n2Cc2ccc(Cl)cc2)n(C)c1=O | 0%
Cc1ccc(SCC(=O)Nc2ccc(O)c(-c3nc4cc(C)ccc4o3)c2)cc1 | ?
Cc1ccc(-c2cn3ccc(C)cc3n2)cc1 | 0.15µM*
O=C(NCc1ccccc1Cl)c1ccc(CSCc2ccccc2Cl)o1 | -16%
CCOc1cc2[nH]c(=O)n(CCC(=O)N3CCN(c4ccccc4)CC3)c(=O)c2cc1OCC | 0%
COc1ccc(OC)c(NC(=O)c2c(NCc3ccc(C)o3)sc3c2CCC(C)C3)c1 (centres undefined) | -9%
COc1ccc(NC(=O)C(=O)Nc2ccc3nc4n(c(=O)c3c2)CCCCC4)c(OC)c1 | -4%
COc1cc(NC(=O)CSc2ccc(-c3sc(-c4ccccc4)nc3C)nn2)cc(OC)c1 | 2%
CCn1c(SCc2ccc(F)cc2Cl)nnc1-c1nonc1NC(C)=O | -8%
COc1ccc(NC(=O)c2nnn(CC(=O)Nc3cc(C)cc(C)c3)c2N)c(OC)c1 | -12%

# Next section.
canonical_smiles | FLuc modulator
CCOCCCNc1nc2cc(OC)c(OC)cc2c2nc(-c3ccccc3)nn12 | 3%
CCOc1ccc(-n2nc(CO)c(C(=O)NCC(C)O)n2)cc1 (centres undefined) | ?
CC(C)c1ccc(NC(=O)c2cc3sc(Cl)cc3n2C)cc1 | 3.4µM*
Cc1ccc(N2CCN(C(=O)c3cnn(-c4ccc(C)c(C)c4)c3C3CCNCC3)CC2)c(C)c1 | 0%
CC(C)c1ccc(NS(=O)(=O)c2cc(Br)cc3c2N(C(=O)C2CC2)CC3)cc1 | -1%
CCOC(=O)N1CCc2c(sc(NCc3sccc3C)c2C(=O)Nc2ccc(OC)cc2OC)C1 | 11µM*
COc1cc(C)ccc1OCCSc1nc2ccc(NC(=O)c3ccc(F)cc3)cc2s1 | -9%
CC(C)C(NS(=O)(=O)c1ccc2c(c1)oc(=O)n2C)C(=O)N1CCN(c2cccc(Cl)c2)CC1 (centres undefined) | 5%
Cc1ccc(CNC(=O)Cn2ncc3c(C)n(Cc4ccc(Cl)cc4)c(C)c3c2=O)cc1 | 2%
FC(F)(F)c1cc(-c2cccc(Br)c2)nc2ncnn12 | -1%
CC(=O)c1cccc(NC(=O)c2nc3ccccc3n(C)c2=O)c1 | 3.8µM*
COCCNC(=O)CCCn1c(SCC(=O)c2ccc(Br)cc2)nc2c(sc3ccccc32)c1=O | 1%
COCCNC(=O)c1[nH]c2cc(C)ccc2c1Sc1ccc(Cl)cc1 | -16%
CC1=C(C(=O)Nc2cccnc2)C(c2ccc(F)cc2)n2nc(SCc3ccccc3)nc2N1 (centres undefined) | 2%
CN(C(=O)c1nc(-c2cccc(F)c2)n2c1CCCCC2)c1ccccc1F | -11%

# Remaining list, next part:
canonical_smiles | FLuc modulator
COc1cc(Nc2nc3ccccc3c3nnc(C)n23)cc(OC)c1 | -16%
COc1ccc(NC(=O)CCS(=O)(=O)c2nc(-c3cccs3)cc(C(F)(F)F)n2)cc1 | -10%
Cc1cc(C)cc(NC(=O)Cn2c(=O)c3ccccc3n3nncc23)c1 | 2%
O=C1c2oc3ccccc3c(=O)c2C(c2ccc(Br)cc2)N1c1ccccn1 (centres undefined) | 1%
CCOC(=O)c1cc2c(=O)n3ccccc3nc2n(CCCOC)c1=NC(=O)c1c(-c2c(F)cccc2Cl)noc1C | -6%
CCN(CC)c1cc(C)c2cc(NC(=O)c3cccc(OC)c3OC)ccc2n1 | ?
Cc1ccc(N2CCN(S(=O)(=O)c3nnc(NC(=O)c4cccc(F)c4)s3)CC2)cc1 | -2%
CC(C)CCNC(=O)C1CCC(Cn2c(=O)c3sccc3n(CC(=O)NC(C)C)c2=O)CC1 (centres undefined) | -1%
COc1ccccc1-c1noc(-c2ccc(NCc3ccccc3)c([N+](=O)[O-])c2)n1 | ?
COc1ccc(OC)c(NC(=O)c2cc3c(n(-c4ccc(Cl)cc4)c2=O)CC(C)(C)CC3=O)c1 | 3%
CCC(CC)C(=O)Nc1cccc(-c2nc3cccnc3s2)c1C | ?
CSc1nn(CC(=O)Nc2ccccc2F)c(N)c1S(=O)(=O)c1ccccc1 | -7%
COc1cc(NC(=O)CCn2nc(C)cc2C)cc(OC)c1OC | -2%
N#Cc1ccccc1NC(=O)CSc1nnc(N)s1 | -5%
COc1ccc(CNC(=O)c2cc(-c3cccs3)nc3ccccc23)c(OC)c1 | -16%

# (further entries)
compound	FLuc modulator
CCCSc1ncc(Cl)c(C(=O)Nc2sc(C(C)=O)c(C)c2C(=O)OCC)n1	0%
O=C(NCc1ccc2c(c1)CCN2C(=O)c1ccc(Cl)cc1)c1ccco1	-19%
COc1ccc(CCNC(=O)c2nn(C)c3c2CSc2ccccc2-3)cc1OC	-17%
CCOc1ccc(NC(=O)N(Cc2c[nH]c3ccccc23)C2CCCCC2)cc1	-2%
CCc1ccc(S(=O)(=O)c2nnn3c2nc(NCCc2ccccc2)c2sccc23)cc1	51%[activator]
O=C(Nc1ccccc1C(F)(F)F)c1cc2ccccn2n1	1.9µM*
CCCCNC(=O)C1CCN(C(=O)N2CC(C)Oc3ccc(Cl)cc32)CC1 (centres undefined)	1%
Cc1cccc(NC(=O)CSC2=Nc3ccccc3C3=NC(CC(=O)NCc4cccs4)C(=O)N23)c1 (centres undefined)	-3%

# (next part)
compound	FLuc modulator
Cc1cc2nc(-c3ccc(OCc4ccccc4)cc3)cc(C(F)(F)F)n2n1	-1%
CC(=O)N1CCc2c(sc3c2c(=O)n(-c2ccccc2)c(=O)n3CC(=O)c2ccc(F)cc2)C1	-3%
CCn1c(C(=O)NCCc2ccc(S(N)(=O)=O)cc2)cc2sc(Cl)cc21	-8%
CCOC(=O)c1c(C)[nH]c(CCC(=O)NCc2cccc(C)c2)c1C	-3%
Cc1c(CC(=O)NCCc2ccccc2F)c(=O)oc2cc(O)c(Cl)cc12	-19%
Cc1ccc(NC(=O)CCSc2nc(-c3ccco3)cc(C(F)(F)F)n2)cc1F	-1%
CCN(CC)CCNC(=O)c1ccc2c(c1)N(Cc1ccccc1)C(=O)c1ccccc1S2=O (centres undefined)	1%
CCOC(=O)c1ccccc1NC(=O)COc1ccccc1-c1nnc(-c2ccccc2)o1	-5%

# New compounds follow.
compound	FLuc modulator
COc1ccc(-c2nsc(NC(=O)c3oc4ccc(Cl)cc4c3C)n2)cc1	-16%
CCc1ccc(-n2nc3cc(C)c(NC(=O)c4cc(OC)cc(OC)c4)cc3n2)cc1	1.3µM*
CC1CCN(c2oc(-c3cccs3)nc2S(=O)(=O)c2ccc(Cl)cc2)CC1	-2%
Fc1ccc(N2CCN(Cc3nnc(-c4ccccc4Cl)o3)CC2)cc1	-2%
O=C(c1ccc2c(c1)N(Cc1ccc(Cl)cc1)C(=O)c1ccccc1S2(=O)=O)N1CCN(c2ccccn2)CC1	0%
CC1=C(C(N)=O)C(c2ccc(F)cc2)n2nc(-c3ccccc3Cl)nc2N1 (centres undefined)	-1%
CCOc1ccccc1C(=O)N1CC(=O)Nc2ccc(Cl)cc2C1c1ccccc1 (centres undefined)	-12%
Cc1c(F)cccc1NC(=O)C1CCCN1S(=O)(=O)c1ccc(F)cc1 (centres undefined)	-7%

# Next part
compound	FLuc modulator
CCn1ccc2c(OCC(=O)NCc3ccc(C)cc3)cccc2c1=O	-2%
COc1cccc(-c2cc(C(=O)NCc3ccccc3)no2)c1	-4%
CCOC(=O)c1ccc2c(c1)N(Cc1cc(C)ccc1C)C(=O)c1ccccc1S2(=O)=O	2%
CCc1ccccc1OCC(=O)Nc1ccc(S(=O)(=O)Nc2nc(C)cc(C)n2)cc1	?
CCOc1ccc(NC(=O)CCc2c(C)nc3cc(-c4ccc(Cl)cc4)nn3c2C)cc1	6.7µM*
COc1cccc(NC(=O)CSc2nc(=O)n(Cc3ccccn3)c3c2CCC3)c1	-7%
CCOC(=O)c1c(S(=O)(=O)N2CCCC(C(=O)Nc3ccc(C)cc3C)C2)c(C)n(CC)c1C (centres undefined)	3%
O=C(CSc1nc2c([nH]c3ccccc32)c(=O)n1-c1ccccc1)N1CCCc2ccccc21	-4%

# Further results.
compound	FLuc modulator
Cc1cc(C)c2c(=O)cc(C(=O)Nc3ccccc3C(F)(F)F)oc2c1	-1%
CC1(C)N=C(c2ccc(F)cc2)C(=O)N1CC(=O)Nc1ccccc1Cl	-2%
Cc1cccc(NC(=O)CSc2nccn2Cc2ccc(F)cc2)c1C	2%
COc1ccccc1C(=O)Nc1cccc(OCc2cc(=O)n3ccccc3n2)c1	7.6µM*
CC(=O)c1nn(-c2ccc(OC(F)(F)F)cc2)nc1Nc1ccc(Cl)cc1	-8%
CC(=O)N1CCc2c(sc3c2c(=O)n(-c2ccc(F)cc2)c(=O)n3Cc2cc(C)ccc2C)C1	0%
COc1cc(OC)c(NC(=O)c2cc3c(s2)-c2ccc(Cl)cc2SC3)cc1Cl	-1%
CCOc1ccc(NC(=O)CN2CCN(S(=O)(=O)c3ccc(OC)cc3)CC2)cc1	-7%

# Next section; it opens with the 7 that closed the last part.
compound	FLuc modulator
CC1(C)N=C(c2ccc(F)cc2)C(=O)N1CC(=O)Nc1ccccc1Cl	-2%
Cc1cccc(NC(=O)CSc2nccn2Cc2ccc(F)cc2)c1C	2%
COc1ccccc1C(=O)Nc1cccc(OCc2cc(=O)n3ccccc3n2)c1	7.6µM*
CC(=O)c1nn(-c2ccc(OC(F)(F)F)cc2)nc1Nc1ccc(Cl)cc1	-8%
CC(=O)N1CCc2c(sc3c2c(=O)n(-c2ccc(F)cc2)c(=O)n3Cc2cc(C)ccc2C)C1	0%
COc1cc(OC)c(NC(=O)c2cc3c(s2)-c2ccc(Cl)cc2SC3)cc1Cl	-1%
CCOc1ccc(NC(=O)CN2CCN(S(=O)(=O)c3ccc(OC)cc3)CC2)cc1	-7%
CCc1ccc(NC(=O)CSC2=Nc3ccccc3C3=NC(CCC(=O)NCCc4ccccc4)C(=O)N23)cc1 (centres undefined)	-10%
Cc1cc(C)cc(C(=O)Nc2ccc(-c3cn4cccnc4n3)cc2)c1	2%
CSc1ccc(CCNc2ncnc3onc(C)c23)cc1	?
CC1CCCCN1CCCNC(=O)c1cc(Sc2ccc(Cl)cc2)nc2ccccc12 (centres undefined)	-2%
Cc1cccc(C)c1NC(=O)Cn1cc(C(=O)C2CC2)c2ccccc21	-4%
Cc1ccc(-n2c(=O)c3c(cnn3C)n(CC(=O)Nc3cc(C)ccc3C)c2=O)cc1	-1%
CCOC(=O)c1cccc(NC(=O)c2cc(S(=O)(=O)N3CCCC(C)C3)cn2C)c1 (centres undefined)	5%
Cc1ccc(/C=C/c2onc(C)c2S(=O)(=O)N2CCC(C(=O)NCC(C)c3ccccc3)CC2)cc1 (centres undefined)	1%

# (more compounds)
compound	FLuc modulator
CCC(C(=O)Nc1ccc(C(=O)OC)cc1)n1nc(-c2ccc(C)cc2)c2c(c1=O)CCCC2 (centres undefined)	-1%
O=C(O)c1cccc(-n2cnc3cccnc32)c1	-13%
COc1cc(C2Nc3ccccc3-c3nnc(SCc4ccc(Cl)cc4)nc3O2)ccc1OCC(=O)O (centres undefined)	?
CCc1cccc(C)c1NC(=O)Cn1cc2c(n1)CCCC2	-1%
CCOc1cccc2sc(N3CCN(C(=O)c4ccco4)CC3)nc12	1%
CCCc1cc(=O)oc2cc(C)c3c(C(C)(C)C)coc3c12	-5%
Cc1ccc(Nc2c3c(nc4nncn24)CCC3)cc1C	-15%

# These rows are one share of the data; the hit share may differ from the screen's.
